Screens as filed in PubChem BioAssay.
LMPTP inh = blocks human LMPTP phosphatase; P24666; recombinant LMPTP-A, OMFP fluorogenic substrate, fluorescence intensity; inhibition, % at 20 µM; actives 0.22% (n = 360,000); AID 651560;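 active = compounds that cut the enzyme signal by at least half of the control window in the single-dose screen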;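 note: plate controls were DMSO wells with enzyme plus substrate for no effect and substrate without enzyme for full effect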
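Assay system: LMPTP-A, protein tyrosine phosphatase of low molecular weight / Medium: pH 6.0 Bis-Tris buffer with DTT and Triton X-100 / Schedule: 50 min enzyme reaction at room temperature, protected from light / Measured by: endpoint fluorescence intensity from OMFP dephosphorylation / Read-out basis: % inhibition relative to no-enzyme and uninhibited control wells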
Scp-1 inhibitor = blocks human Scp-1 phosphatase activity; actives 0.88% (n = 340,000); inhibition, % at 20 µM; Q9GZU7; Recombinant Scp1, phosphopeptide, malachite green phosphate absorbance;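 active = inhibition above about 50% at 20 µM, limit read from the data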;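 note: plate controls were DMSO wells with enzyme for no effect and wells lacking enzyme for full effect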
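Incubation: 45 min enzyme reaction at room temperature / System: truncated SCP-1 phosphatase (76-261aa) / Reagent: Phospho 17-mer peptide substrate / Buffer or medium: Acidic Tris acetate buffer with magnesium and detergent / Signal: absorbance at 630 nm / Doses: one concentration, 20 µM, with 1.0% DMSO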
Tb MetRS inh = Trypanosoma brucei MetRS inhibition. purified T. brucei MetRS, ATP depletion, Kinase-Glo luminescence. inhibition, % at 11.9 µM. actives 0.4% (n = 360,000). AID 624268;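 active = inhibition above a per-plate cutoff of the control wells' mean inhibition plus 3 SD, cut at about 5.5% in these data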;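 note: 0% = DMSO wells median and 100% = median of wells with control inhibitor compound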
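Dosing: 11.9 µM compound single dose, 0.9% DMSO; Assay system: purified T. brucei MetRS enzyme; Measured by: Kinase-Glo luciferase luminescence reporting remaining unconsumed ATP; Schedule: 15 min plus 2 h at 25 °C.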
SUMO1 PPI mod = modulators of human SUMO1-mediated protein-protein interactions. SUMO1 binding to a labelled peptide, TR-FRET, 1 h. inhibition, % at 20 µM. actives 0.33% (n = 360,000); in the data active = inhibition above about 37%
Target sequence (P63165 whole entry, looked up): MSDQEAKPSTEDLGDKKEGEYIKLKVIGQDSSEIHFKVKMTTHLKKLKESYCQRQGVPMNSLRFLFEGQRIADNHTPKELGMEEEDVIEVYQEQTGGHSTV
NadD inh = inhibitors of Staphylococcus aureus NadD; purified NadD enzyme, colorimetric absorbance read-out; inhibition, % at 20 µM; actives 0.78% (n = 360,000); in the data active = inhibition above about 26%; note: some compounds past the cut are filed as inactive
CSN deneddyl inh = CSN deneddylation inhibition | actives 0.38% (n = 360,000) | Purified CSN, SCF-Nedd8-OG deneddylation, fluorescence polarization | inhibition, % at 12.5 µM | Q92905;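 active = pattern-corrected inhibition above about 35%, with an unprinted fluorescence ratio check between 0.5 and 1.5, limit read from the data, passing the limit was not always enough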;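 note: 0% = enzyme with substrate and 100% = substrate without enzyme; some results filed as inactive read as strong as hits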
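Schedule: reaction 90 min, room temperature / Assay system: HEK293T-derived human Csn5 enzyme / Input: Csn5 at 0.24 nM final / Measure: inhibition of Csn5 cleavage, % / Control set: substrate-only high control, full reaction low control / Technique: fluorescence polarization of the substrate / Buffer or medium: Tris/NaCl/DTT buffer, pH 7.5 / Reagent: SCFSkp2-Nedd8OG substrate at 10 nM final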
Rpn11 block = inhibitors of human proteasome Rpn11. O00487. human 26S proteasome, Ub4-pepOG fluorescence polarization; 20S core pre-blocked with epoxomicin. calls only at 20 µM. actives 0.59% (n = 360,000);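 active = inhibition at 20 µM, scaled to each plate's controls, above about 33%, limit read from the data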
Target sequence (O00487 whole entry, looked up): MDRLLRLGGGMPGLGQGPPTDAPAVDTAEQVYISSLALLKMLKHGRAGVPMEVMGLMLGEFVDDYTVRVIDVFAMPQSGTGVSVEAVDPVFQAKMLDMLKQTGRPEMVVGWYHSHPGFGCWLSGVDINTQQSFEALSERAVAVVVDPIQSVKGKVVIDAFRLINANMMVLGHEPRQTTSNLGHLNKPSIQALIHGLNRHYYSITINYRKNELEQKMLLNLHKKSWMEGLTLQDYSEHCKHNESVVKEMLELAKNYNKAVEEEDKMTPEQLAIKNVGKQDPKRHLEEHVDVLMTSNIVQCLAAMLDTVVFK
MLLE-PAM2 inh = blocks PAM2 peptide binding to the PABP1 MLLE domain. actives 0.36% (n = 360,000). P11940. inhibition, % at 20 µM. GST-MLLE / FITC-PAM2 fluorescence polarization; in the data active = inhibition above about 35%, passing the limit was not always enough;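 note: plate controls were DMSO wells with GST-MLLE for no effect and wells lacking GST-MLLE protein for full effect; some results filed as inactive read as strong as hits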
Target sequence (P11940 whole entry, looked up, the tested form may be a part): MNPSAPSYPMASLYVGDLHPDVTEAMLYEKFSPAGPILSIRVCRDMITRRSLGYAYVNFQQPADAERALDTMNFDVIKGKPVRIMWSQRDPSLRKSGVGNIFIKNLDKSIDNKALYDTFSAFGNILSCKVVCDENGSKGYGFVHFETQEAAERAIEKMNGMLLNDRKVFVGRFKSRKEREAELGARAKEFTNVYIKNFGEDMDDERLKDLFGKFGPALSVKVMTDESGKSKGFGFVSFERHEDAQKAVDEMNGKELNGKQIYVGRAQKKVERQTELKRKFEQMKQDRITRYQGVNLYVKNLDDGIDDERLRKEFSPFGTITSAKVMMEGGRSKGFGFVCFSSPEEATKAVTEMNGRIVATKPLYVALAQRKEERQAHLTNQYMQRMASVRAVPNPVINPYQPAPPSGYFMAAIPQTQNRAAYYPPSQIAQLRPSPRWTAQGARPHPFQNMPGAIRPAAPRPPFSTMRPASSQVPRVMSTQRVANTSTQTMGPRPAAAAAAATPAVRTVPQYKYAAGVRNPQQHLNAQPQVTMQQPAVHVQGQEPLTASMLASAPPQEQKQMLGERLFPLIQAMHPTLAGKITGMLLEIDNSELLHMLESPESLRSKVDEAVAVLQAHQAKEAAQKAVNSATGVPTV
DNMT1 block = inhibitors of human DNMT1 | P26358 | DNMT1 molecular beacon, Hinp1I cleavage, fluorescence | inhibition (reported as % activation of signal), % at 10 µM | actives 0.83% (n = 360,000) | AID 588458; in the data active = inhibition above about 50%
STEP block = STEP (human) phosphatase inhibition; P54829; recombinant STEP, OMFP fluorogenic substrate, fluorescence; inhibition, % at 20 µM; actives 0.25% (n = 360,000);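 active = inhibition at 20 µM, scaled per plate between control wells, above about 37%, limit read from the data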;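 note: 0% = DMSO with enzyme and substrate and 100% = substrate only without enzyme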
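Test system: STEP tyrosine phosphatase / Reagent: OMFP at 25 µM / Doses: 20 µM, 1% DMSO / Read-out: percent inhibition scaled to no-enzyme and uninhibited-enzyme controls, plate-pattern corrected / Detection: FITC-channel fluorescence of OMFP product / Medium: Bis-Tris buffer pH 6.0, 2.5 mM DTT, 0.005% Tween 20 / Schedule: 20 min at room temperature, dark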
Starred values were filed as active, the others as inactive; i = inactive; . = no result given.

SMILES	LMPTP inh	Scp-1 inhibitor	Tb MetRS inh	SUMO1 PPI mod	NadD inh	CSN deneddyl inh	Rpn11 block	MLLE-PAM2 inh	DNMT1 block	STEP block
CC1(C)C(=O)OC(/C=C/c2cccc([N+](=O)[O-])c2)C(C)(C)C1=O (stereo not drawn)	0.7	-2	-0.6	-21	-4	-2	i	-1	5	1
Cc1ccc2nc(SCC(=O)N3CCN(c4ccccc4)CC3)[nH]c2c1	-1.6	0	3.1	1	-8	1	i	-3	0	3
COc1cc(CN2CCNC(=O)C2CC(=O)NCCc2ncccc2C)cc(OC)c1 (stereo not drawn)	0.8	-7	-0.2	-6	6	-2	i	11	-2	0
COc1cc(-c2nnc(-c3ccccc3)o2)cc(OC)c1OC	1.6	-7	0.5	3	-6	1	i	10	2	2
O=C(Nc1ccccc1N1CCCCC1)c1ccc(-c2cccc(Cl)c2)o1	1.4	-4	0.0	2	2	0	i	-8	0	-2
CCOc1ccc(CCN2C(=S)N([C@@H](Cc3ccc(O)cc3)CN3CCC[C@@H]3CN3C(=S)NC[C@@H]3CC(C)C)C[C@@H]2CC(C)C)cc1	1.1	.	-1.1	15	23	-3	i	21	-26	15
Cc1ccc(C(=O)NCC(=O)OC(C)C(=O)Nc2ccccc2[N+](=O)[O-])s1 (stereo not drawn)	-1.0	-6	-0.4	-23	0	-1	i	4	0	2
Cc1cc(C)c(OCCN2C(=O)NC(C)(C)C2=O)c(Cl)c1	-0.7	-7	-0.3	-2	1	-1	i	-2	0	-2
O=C(NC(c1ccccc1)c1ccccc1)C1CCCO1 (stereo not drawn)	-1.2	-10	-1.0	2	-8	-5	i	-3	2	4
O=C(CCn1c(=O)sc2ccccc21)Nc1nc2ccccc2s1	1.2	-7	-0.2	7	-5	-3	i	2	-4	0
CN(CC(=O)Nc1cccc(F)c1)C(=O)c1cc(S(=O)(=O)N2CCCCC2)ccc1N1CCOCC1	-0.5	-5	-0.5	5	-2	-2	i	-11	-3	2
CCCCOc1ccc(C(=O)Nc2ccc3c(c2)OCO3)cc1	1.6	-8	0.0	6	-13	-3	i	14	4	3
COc1ccc(OC)c(NC(=O)NNS(=O)(=O)c2ccc(C)cc2C)c1	0.0	-11	-0.2	4	1	-1	i	-18	-1	-1
O=C(Cn1cccc1C(=O)c1ccccc1)NCc1ccc2c(c1)OCO2	1.2	1	-0.4	-2	-7	5	i	2	-2	6
CCCCNC(=O)C(NC(=O)c1ccc2ccccc2c1)C(=O)c1ccccc1 (stereo not drawn)	0.3	.	0.1	1	.	0	.	.	.	.
COC(=O)c1ccc(-c2cc(CC3(C(=O)OC)CCN(C(=O)OC(C)(C)C)CC3)on2)cc1	1.7	1	-0.2	1	-12	-6	i	1	0	0
Cc1[nH]c(C)c(S(=O)(=O)N2CCCCC2)c1C(=O)N1CCCC1	-0.1	-6	-0.1	4	-5	-4	i	11	-1	-1
CCOC(=O)c1cccnc1NC(=O)c1ccccc1	-0.9	1	-1.3	-1	-2	1	i	3	1	-2
O=C(Nc1nc2ccc(S(=O)(=O)N3CCOCC3)cc2s1)c1cccs1	0.9	-13	0.2	6	-1	3	i	11	21	1
COc1cc(O)c(C(CC(=O)N2CCCC2)c2ccc(N(C)C)cc2)c(OC)c1 (stereo not drawn)	-0.4	2	-0.1	0	0	1	i	-10	2	-1
CCCCNC(=O)CCn1c(=O)c2cccn2c2ccc(F)cc21	-0.9	-7	-0.9	-50	-8	0	i	8	0	-1
CCCc1cc(C(=O)Nc2cccc(Cl)c2C)no1	-0.2	-1	-0.5	4	-6	0	i	11	0	0
Cc1cc(C(=O)COc2ccc(Br)cc2F)c(C)n1C1CC1	1.8	-6	-0.3	4	1	2	i	-2	-6	2
O=C(NCC(=O)N1CCN(C(c2ccccc2)c2ccccc2)CC1)c1ccccc1F	-0.8	-5	0.2	-3	-1	-2	i	-6	0	1
CCC(=O)Oc1c(S(=O)(=O)c2ccc(C)cc2)c(C)nn1C(C)(C)C	-0.4	-3	-0.4	2	-1	3	i	9	-1	1

Ordered by molecular weight (smallest number first): part of the list above
SMILES	LMPTP inh	Scp-1 inhibitor	Tb MetRS inh	SUMO1 PPI mod	NadD inh	CSN deneddyl inh	Rpn11 block	MLLE-PAM2 inh	DNMT1 block	STEP block
O=C(NC(c1ccccc1)c1ccccc1)C1CCCO1 (stereo not drawn)	-1.2	-10	-1.0	2	-8	-5	i	-3	2	4
Cc1ccc2nc(SCC(=O)N3CCN(c4ccccc4)CC3)[nH]c2c1	-1.6	0	3.1	1	-8	1	i	-3	0	3
CCCCNC(=O)C(NC(=O)c1ccc2ccccc2c1)C(=O)c1ccccc1 (stereo not drawn)	0.3	.	0.1	1	.	0	.	.	.	.

(continued)
SMILES	LMPTP inh	Scp-1 inhibitor	Tb MetRS inh	SUMO1 PPI mod	NadD inh	CSN deneddyl inh	Rpn11 block	MLLE-PAM2 inh	DNMT1 block	STEP block
O=C(NC1CCCCCCC1)C1CCN(S(=O)(=O)N2CCC3(CC2)OCCO3)CC1	-1.3	-3	0.0	1	-3	-4	i	-8	4	1
CC(=O)CC(=O)NC1C2CC3CC(C2)CC1C3 (stereo not drawn)	-0.9	-5	-0.7	5	8	1	i	1	6	-4
COc1ccc(CNC(=O)C(Cc2ccccc2)n2cccc2)cc1 (stereo not drawn)	0.4	-10	-0.8	-1	-5	0	i	1	3	2
Cc1ccc(NC(=O)C(C)N2CCCC2)cc1Cl (stereo not drawn)	-1.4	-10	-1.1	1	-2	3	i	-9	1	0
O=C(COC(=O)c1ccco1)c1ccc(F)cc1	-1.1	-2	-0.3	-2	-3	-3	i	-3	2	-1
COc1cc2nc(Cl)nc(NCCO)c2cc1OC	0.1	1	-0.8	1	7	1	i	-13	-1	0
Cc1ccc(C23CC4CC(CC(NC(=O)NN)(C4)C2)C3)cc1	0.3	-11	-0.1	-1	3	0	i	-9	-1	0
COC(=O)c1ccc(NC(=O)CSc2nncn2-c2cccnc2)cc1	-1.5	2	-0.1	-2	-4	-4	i	-6	2	0
O=C(c1cc[n+]([O-])cc1)N1CCCC(N2CCN(c3cccc(C(F)(F)F)c3)CC2)C1 (stereo not drawn)	-0.2	4	-0.1	1	4	1	i	5	2	0
COc1cccc(C(O)c2nc3ccccc3n2C)c1 (stereo not drawn)	-0.5	0	0.3	-1	-3	-7	i	0	0	0
CC(C)CCN(C(=O)c1ccc(N2CCCC2=O)cc1)c1c(N)n(Cc2ccccc2)c(=O)[nH]c1=O	0.2	-2	-0.1	-3	2	-5	i	-2	-2	-2
COc1ccc(Nc2nc3nonc3nc2N2CCCCC2)cc1	-1.0	-6	3.6	-19	0	2	i	3	0	0
COc1ccc(CCC(=O)OCC(=O)Nc2c(C)n(C)n(-c3ccccc3)c2=O)cc1	-0.3	4	0.8	4	0	0	i	-9	2	-2
CCOC(=O)COc1cccc2c(=O)n(CC(=O)N3CCCc4ccccc43)ccc12	-1.2	-14	-0.6	7	-2	0	i	2	1	3
O=C(COC(=O)c1n[nH]c2ccccc12)c1cc(F)ccc1F	0.3	-2	0.1	-2	-1	-2	i	-9	0	2
COc1ccc2[nH]c3ccc(OC)cc3c2c1	0.0	-8	-0.3	-2	-3	1	i	5	-5	-1
CN(C)S(=O)(=O)c1cccc(C(=O)OCC(=O)N2CCCC2=O)c1	-1.5	-4	-0.4	3	-2	-3	i	-15	2	2
N#CC(=C1NC(=O)c2ccccc21)c1nc2ccccc2n1CCO	-1.0	.	0.0	-28	-6	8	i	-11	5	2
COc1ccc(-c2onc(C)c2-c2ccccc2)c(O)c1	-0.3	-10	-1.1	0	-7	0	i	-4	-8	-3
COc1ccc(C(CNC(=O)Cc2c(F)cccc2Cl)N2CCCCC2)cc1 (stereo not drawn)	-1.0	-7	-0.8	-3	-2	-6	i	16	-1	6
Cc1onc(-c2ccccc2)c1C(=O)N/N=C/c1cccc(O)c1	-2.0	-5	-0.4	-1	-3	-13	i	0	1	2

Structures shown so far that contain an aryl methoxy group:
SMILES	LMPTP inh	Scp-1 inhibitor	Tb MetRS inh	SUMO1 PPI mod	NadD inh	CSN deneddyl inh	Rpn11 block	MLLE-PAM2 inh	DNMT1 block	STEP block
COc1cc(CN2CCNC(=O)C2CC(=O)NCCc2ncccc2C)cc(OC)c1 (stereo not drawn)	0.8	-7	-0.2	-6	6	-2	i	11	-2	0
COc1cc(-c2nnc(-c3ccccc3)o2)cc(OC)c1OC	1.6	-7	0.5	3	-6	1	i	10	2	2
COc1ccc(OC)c(NC(=O)NNS(=O)(=O)c2ccc(C)cc2C)c1	0.0	-11	-0.2	4	1	-1	i	-18	-1	-1
COc1cc(O)c(C(CC(=O)N2CCCC2)c2ccc(N(C)C)cc2)c(OC)c1 (stereo not drawn)	-0.4	2	-0.1	0	0	1	i	-10	2	-1
COc1ccc(CNC(=O)C(Cc2ccccc2)n2cccc2)cc1 (stereo not drawn)	0.4	-10	-0.8	-1	-5	0	i	1	3	2
COc1cc2nc(Cl)nc(NCCO)c2cc1OC	0.1	1	-0.8	1	7	1	i	-13	-1	0
COc1cccc(C(O)c2nc3ccccc3n2C)c1 (stereo not drawn)	-0.5	0	0.3	-1	-3	-7	i	0	0	0
COc1ccc(Nc2nc3nonc3nc2N2CCCCC2)cc1	-1.0	-6	3.6	-19	0	2	i	3	0	0
COc1ccc(CCC(=O)OCC(=O)Nc2c(C)n(C)n(-c3ccccc3)c2=O)cc1	-0.3	4	0.8	4	0	0	i	-9	2	-2
COc1ccc2[nH]c3ccc(OC)cc3c2c1	0.0	-8	-0.3	-2	-3	1	i	5	-5	-1
COc1ccc(-c2onc(C)c2-c2ccccc2)c(O)c1	-0.3	-10	-1.1	0	-7	0	i	-4	-8	-3
COc1ccc(C(CNC(=O)Cc2c(F)cccc2Cl)N2CCCCC2)cc1 (stereo not drawn)	-1.0	-7	-0.8	-3	-2	-6	i	16	-1	6
